HCV core dimer – HCV core protein dimerization inhibition; hit rate 0.33% among 300,000; TR-FRET GST/Flag-core106 dimerization, 1536-well; AID 1899; inhibition, % at 5 µM;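 active = inhibition above the mean of all tested compounds plus 3 SD, set per screening campaign, cut at about 45% in these data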
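System: GST/Flag-tagged HCV core106 proteins. Incubation: compound-protein-antibody incubation 4 h at 22.5 °C. Technique: HTRF with 340 nm excitation, 617/671 nm emission. Medium: KF-containing HEPES buffer, pH 7.45, DTT, CHAPS, BSA. Read-out: inhibition (%) from 671 over 617 nm ratio. Also added: Eu(K)-anti-GST 90 ng/mL plus XL665-anti-Flag 1 µg/mL.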
GASC-1 inh – human JMJD2C demethylase inhibition; Q9H3R0; GST-JMJD2C(1-420) H3K9me3 demethylation, DELFIA europium; inhibition, % at 2.35 µM; hit rate 0.069% among 330,000;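 active = more than half of a compound's replicate wells show inhibition beyond 50%, single wells judged on their own value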;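 also: signal counts dimethyl H3K9 product captured on neutravidin plate; 0% = median of DMSO wells and 100% = 0.3 times that DMSO median; strong numbers were not always called active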
Target sequence (Q9H3R0 1-420 limits assumed): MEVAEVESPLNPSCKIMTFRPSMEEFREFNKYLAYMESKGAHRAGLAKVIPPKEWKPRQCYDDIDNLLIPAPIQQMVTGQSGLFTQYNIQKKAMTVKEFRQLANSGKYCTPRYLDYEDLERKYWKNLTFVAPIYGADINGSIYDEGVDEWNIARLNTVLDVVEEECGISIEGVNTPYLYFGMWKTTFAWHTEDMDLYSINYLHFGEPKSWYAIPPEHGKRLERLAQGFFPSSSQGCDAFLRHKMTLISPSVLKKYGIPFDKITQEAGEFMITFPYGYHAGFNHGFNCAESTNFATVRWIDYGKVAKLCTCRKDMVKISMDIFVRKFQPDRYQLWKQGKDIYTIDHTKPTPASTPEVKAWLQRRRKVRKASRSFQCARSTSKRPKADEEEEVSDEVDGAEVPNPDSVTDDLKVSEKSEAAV
PP1 inh – blocks human PP1-alpha phosphatase, a PP5 counter-screen. inhibition, % at 6.7 µM. hit rate 0.9% among 320,000. P62136. AID 2235. purified PP1alpha, OMFP fluorescence;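 active = inhibition above the mean inhibition of all tested compounds plus 3 SD, computed separately for each screening campaign, cut at about 15% in these data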
Target sequence (P62136 whole entry, looked up): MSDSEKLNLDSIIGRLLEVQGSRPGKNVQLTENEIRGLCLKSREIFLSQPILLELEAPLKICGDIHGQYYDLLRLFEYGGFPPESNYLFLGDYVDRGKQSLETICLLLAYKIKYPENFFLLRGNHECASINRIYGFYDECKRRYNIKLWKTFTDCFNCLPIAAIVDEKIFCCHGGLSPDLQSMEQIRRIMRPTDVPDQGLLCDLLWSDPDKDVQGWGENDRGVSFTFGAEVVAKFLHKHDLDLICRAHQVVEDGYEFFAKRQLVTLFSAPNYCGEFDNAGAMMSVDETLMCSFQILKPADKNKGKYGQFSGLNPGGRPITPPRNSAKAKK
TPT1 inh – blocks Candida albicans tRNA 2'-phosphotransferase; inhibition, % at 5 µM; recombinant caTPT1, FP RNA substrate dephosphorylation; hit rate 0.81% among 300,000;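 active = inhibition above the mean of all tested compounds plus 3 SD, set per screening campaign, cut at about 24% in these data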;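 also: plate controls were DMSO alone for no effect and ferristatin control at 100 nM for full effect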
EBNA-1 inhibitor – blocks EBNA-1 binding to DNA | EBNA-1 DNA binding, fluorescence polarization | inhibition, % at 14.8 µM | hit rate 0.34% among 300,000 | AID 1950; in the data active = inhibition above about 28%
Fh CTSL1 inh – blocks F. hepatica cathepsin L1 in PFM18AAP counter-screen; recombinant F. hepatica cathepsin L1, Z-Leu-Arg-MCA fluorescence; inhibition, % at 5.96 µM; hit rate 0.49% among 300,000; AID 1906;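 active = inhibition above the mean of all tested compounds plus 3 SD, set per screening campaign, cut at about 17% in these data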;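 also: 0% = plate median of test compound wells and 100% = 1 µM Z-Phe-Ala-diazomethylketone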
ZTA counter – counter-screen for EBNA-1 inhibitors: inhibitors of Epstein-Barr virus ZTA | P03206 | ZTA-DNA binding, fluorescence polarization | inhibition, % at 11 µM | hit rate 0.15% among 320,000; in the data active = inhibition above about 33%
Target sequence (P03206 whole entry, looked up): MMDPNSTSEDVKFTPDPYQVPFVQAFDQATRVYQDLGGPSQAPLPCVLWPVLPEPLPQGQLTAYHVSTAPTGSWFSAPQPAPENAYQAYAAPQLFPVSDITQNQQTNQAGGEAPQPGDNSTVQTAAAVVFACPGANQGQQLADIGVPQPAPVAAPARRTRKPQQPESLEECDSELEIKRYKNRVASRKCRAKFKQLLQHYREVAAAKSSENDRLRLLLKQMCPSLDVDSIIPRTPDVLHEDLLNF
CR mimetic SO – yeast age-related superoxide inhibition as caloric restriction mimetic; S. cerevisiae aged cells, superoxide DHE fluorescence; stronger effect = lower value; superoxide response (% of plate mean), % at 10 µM; hit rate 0.18% among 330,000;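 active = superoxide response under a set limit, about three screen SD below normal, cut at about 65% in these data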;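 also: yeast aged for seven days with compound at 30 °C before DHE staining; 100% = average MFI of all compound-treated wells on the plate with controls excluded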
PP5 primary – inhibitors of human protein phosphatase 5 (PP5); P53041; purified PP5c, OMFP substrate fluorescence; inhibition, % at 6.7 µM; hit rate 0.18% among 320,000;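 active = inhibition above the campaign's mean inhibition across all tested compounds plus 3 SD, cut at about 9.5% in these data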;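 also: 0% = DMSO only and 100% = 100 µM cantharidin control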
Numbers without * were called inactive; nt = not tested or not shown; & = joins results of further samples.

SMILES | HCV core dimer | GASC-1 inh | PP1 inh | TPT1 inh | EBNA-1 inhibitor | Fh CTSL1 inh | ZTA counter | CR mimetic SO | PP5 primary
CCOc1ccc(CCNC(=O)COc2cc(=O)n(C)c3ccccc23)cc1OCC | -3.1 | 1.9 | 0.2 | 0.5 | 3.0 | 1.5 | 3.9 | 104.2 | 0.8
CC(=O)NS(=O)(=O)c1ccc(NC(=O)CSc2ccc(Cl)cc2)cc1 | -1.2 | 30.9 | 0.2 | -0.7 | 3.0 | -2.8 | 5.2 | 101.9 | -0.4
CCSc1nc2sc3c(c2c(=O)[nH]1)CC(C)(CC)OC3 (centres undefined) | -6.3 | -4.0 | -2.5 | -1.5 | -7.3 | -0.8 | 0.2 | 106.0 | 3.0
CCc1nn(CCCC(=O)N2CCc3ccccc3C2)c(=O)c2cc3occc3n12 | 9.8 | -2.4 | 1.6 | 4.6 | 13.8 | -0.9 | 14.2 | 97.0 | 0.5
CCc1ccccc1NC(=O)C1CCCN(c2nn3c(=O)cc(C)nc3s2)C1 (centres undefined) | -0.6 | 3.2 | -1.0 | 4.7 | -8.4 | 1.7 | 3.3 | 96.1 | 2.4
CC(C)Oc1ccccc1OCCCCn1cnc2ccccc2c1=O | -2.5 | 8.3 | -1.5 | 0.0 | 0.2 | 4.3 | -16.0 | 109.4 | -1.7
COc1cccc(/C=C2\SC(N3CCCC(C)C3)=NC2=O)c1OC (centres undefined) | 12.7 | 21.8 | -1.2 | -0.8 | 4.8 | -3.8 | 5.1 | 96.7 | -1.2
O=c1c2sccc2n(Cc2cccc(F)c2)c(=O)n1-c1ccc(F)cc1 | 7.2 | 3.9 | -4.3 | 0.7 | -17.5 | 2.4 | 7.5 | 98.0 | -3.2
CCN(CC)S(=O)(=O)c1ccc(NC(=O)Nc2cccc(C(F)(F)F)c2)cc1 | 0.9 | 5.6 | 5.9 | -1.5 | -9.3 | -7.4 | -7.2 | 101.0 | 8.5
Cc1cc(S(=O)(=O)Nc2cccc(O)c2)c(C)s1 | -1.0 | -2.1 | -1.7 | -0.5 | -3.6 | -0.4 | -28.3 | 94.6 | 2.3
Cc1occc1-c1nnc(SCC(=O)NC2CCC(C)CC2)o1 (centres undefined) | nt | -1.2 | -0.3 | nt | nt | nt | -12.0 | 101.4 | -1.0
COc1cccc(S(=O)(=O)N2CCOCC2)c1 | -4.5 | -33.5 | -4.2 | 1.9 | 10.4 | -6.3 | 5.1 | 90.5 | 1.9
COc1ccc(Cc2nnc(Nc3ccccc3OC)[nH]c2=O)cc1 | 0.5 | -8.5 | -3.9 | -2.9 | 6.0 | 3.5 | 7.5 | 100.6 | -1.5
CCC(C)(C)n1nnnc1C(c1cc2ccc(OC)cc2[nH]c1=O)N1CCc2ccccc2C1 (centres undefined) | 5.8 | -8.5 | 2.4 | -1.9 | -8.7 | 0.1 | -6.7 | 87.5 | 5.1
O=c1sc2ccccc2c(N2CCCC2)c1[N+](=O)[O-] | -0.5 | -17.8 | -1.8 | 4.2 | -4.5 | -0.8 | -4.6 | 105.8 | -1.0
O=C(COC(=O)CCCN1C(=O)c2cccc3cccc(c23)C1=O)Nc1cccc(Br)c1 | 1.9 | -1.4 | 6.4 | -0.2 | 4.5 | -2.2 | -8.8 | 114.2 | 4.0
CN(C)CCCCCCCCCCC(=O)/C=N/O | 7.0 | -0.6 | -1.5 | -1.1 | 8.6 | 5.8 | 15.2 | 108.2 | -0.3
O=C(CCl)N(C1CCCC1)C1CCS(=O)(=O)C1 (centres undefined) | 14.5 | -0.3 | 0.0 | -0.5 | 12.7 | -1.0 | -0.9 | 102.2 | -0.6
Nc1c(C(=O)Nc2ccc(Br)cc2)sc2nc(-c3ccco3)ccc12 | 33.8 | 8.7 | 16.0* | 24.5* | 1.1 | 5.3 | 3.4 | 117.7 | 0.9
CC(C)N1C(=O)C2C(C(=O)NC3CCCCC3)C3C=CC2(O3)C1C(=O)NC1CCCCC1 (centres undefined) | -13.5 | -1.6&-2.0 | 3.3 | 0.0 | 1.9 | 3.0 | -6.7 | 108.5 | -0.1
CCOc1ccc(C(=O)Nc2ccc(-c3cc4ccccc4oc3=O)c(C)c2)cc1[N+](=O)[O-] | 26.1 | -2.5 | 1.2 | 2.0 | 11.4 | 2.6 | 8.1 | 111.1 | 1.4
Cc1ccc(C(=O)OCC(=O)c2c[nH]c3ccccc23)cc1NC(=O)c1ccco1 | 23.8 | 2.3 | -1.7 | -4.6 | -9.5 | -4.3 | -9.8 | 98.5 | 3.9
CN(CCc1ccccn1)S(=O)(=O)c1ccc2c3c(cccc13)C(=O)N2 | -0.8 | -4.9&-2.1 | 1.1 | 0.1 | -3.2 | 5.0 | -5.3 | 110.7 | 0.4
O=C(Cc1cccc2ccccc12)Nc1nc(-c2cccc([N+](=O)[O-])c2)cs1 | 19.3 | 5.8 | -0.6 | 0.1 | 4.0 | -0.4 | 14.7 | 96.7 | 0.4
CC(C)c1cc(-c2cc(-c3ccccc3)on2)nc(NC2CCCC2)n1 | -10.9 | -25.7 | 3.1 | -2.6 | -0.4 | 1.0 | -13.9 | 108.1 | 0.3
O=C(c1ccc([N+](=O)[O-])s1)N1CCN(c2ccccc2)CC1 | 5.3 | -1.6 | 1.0 | -0.3 | -5.4 | 3.9 | -3.4 | 103.4 | 0.0
Cc1ccc(S(=O)(=O)N2CCC(C(=O)NCCCOC(C)C)CC2)cc1 | 10.2 | 2.6 | -4.8 | -2.5 | 0.2 | -2.6 | 6.3 | 124.1 | 2.4
COc1cc(C)c(NC(=O)C(=S)NCCc2ccccc2)cc1C | 3.4 | -29.1 | -6.7 | -0.9 | 3.7 | -1.5 | -3.7 | 101.4 | 0.1
Cc1sc2ncn(CC(=O)NCC(=O)N3CCN(c4ccc(F)cc4)CC3)c(=O)c2c1C | -1.8 | 0.7 | -2.3 | 2.3 | -12.4 | -2.9 | 16.1 | 110.3 | -0.1
Cc1ccc(S(=O)(=O)Nc2nc3ccc(S(C)(=O)=O)cc3s2)cc1 | 3.4 | 2.2 | 2.4 | -0.7 | -10.4 | 2.8 | -3.7 | 94.2 | 5.0

Some of the entries so far, field by field.
O=C(CCl)N(C1CCCC1)C1CCS(=O)(=O)C1 (centres undefined)
  HCV core dimer: 14.5
  GASC-1 inh: -0.3
  PP1 inh: 0.0
  TPT1 inh: -0.5
  EBNA-1 inhibitor: 12.7
  Fh CTSL1 inh: -1.0
  ZTA counter: -0.9
  CR mimetic SO: 102.2
  PP5 primary: -0.6

CN(CCc1ccccn1)S(=O)(=O)c1ccc2c3c(cccc13)C(=O)N2
  HCV core dimer: -0.8
  GASC-1 inh: -4.9&-2.1
  PP1 inh: 1.1
  TPT1 inh: 0.1
  EBNA-1 inhibitor: -3.2
  Fh CTSL1 inh: 5.0
  ZTA counter: -5.3
  CR mimetic SO: 110.7
  PP5 primary: 0.4

Cc1sc2ncn(CC(=O)NCC(=O)N3CCN(c4ccc(F)cc4)CC3)c(=O)c2c1C
  HCV core dimer: -1.8
  GASC-1 inh: 0.7
  PP1 inh: -2.3
  TPT1 inh: 2.3
  EBNA-1 inhibitor: -12.4
  Fh CTSL1 inh: -2.9
  ZTA counter: 16.1
  CR mimetic SO: 110.3
  PP5 primary: -0.1

The listing continues.
SMILES | HCV core dimer | GASC-1 inh | PP1 inh | TPT1 inh | EBNA-1 inhibitor | Fh CTSL1 inh | ZTA counter | CR mimetic SO | PP5 primary
Cc1ccc2c(c1)NC(=O)c1cccc([N+](=O)[O-])c1CO2 | -3.5 | -2.5 | -3.5 | 2.5 | -10.2 | 10.2 | -16.0 | 105.7 | 0.0
O=C1CC(c2cccc(O)c2)Oc2ccccc21 (centres undefined) | nt | 2.1 | 3.3 | nt | nt | nt | -16.1 | 102.3 | 0.2
CCC(Sc1ncnc2c1c(-c1ccccc1)cn2-c1ccc(OC)cc1)C(=O)OC (centres undefined) | 1.9 | -0.6 | 0.1 | -5.3 | 4.4 | -2.5 | 8.8 | 91.4 | 0.3
CCN(CC)C(=O)N1CCc2ccccc21 | -2.4 | 18.6 | -5.7 | -4.0 | 1.4 | -0.5 | -7.5 | 81.8 | 0.6
COc1ccc(OC)c(CNC(=O)CCSCc2ccc(F)cc2Cl)c1 | -3.7 | -3.7 | -4.2 | 3.8 | 1.9 | -4.0 | 13.8 | 104.7 | 3.3
Cc1cc(C(=O)N2CCN(C(=O)c3ccco3)CC2)ccc1[N+](=O)[O-] | -2.2 | 4.7 | -0.5 | -4.0 | -3.5 | -1.4 | -9.8 | 89.7 | -1.2
O=C(Cc1ccccc1F)NC1CCCN(Cc2ccc(Cl)cc2)C1 (centres undefined) | 8.1 | -11.3 | -1.2 | -3.9 | -3.6 | -1.7 | -12.7 | 101.5 | 0.5
Cc1cccc(C(=O)Nc2ccccc2C(=O)OCc2c(C)noc2C)c1 | -0.6 | -11.4 | -2.4 | 3.7 | 8.8 | 2.4 | 7.0 | 98.1 | 0.5
N/C(=N\S(=O)(=O)c1ccccc1)c1ccc([N+](=O)[O-])cc1 | -2.1 | 3.1 | 1.2 | -3.4 | -7.0 | 0.9 | -2.6 | 91.0 | 3.1
CCn1c(=O)c2sccc2n(Cc2ccccc2)c1=O | -12.3 | 17.2 | 0.9 | -3.5 | 3.4 | -1.0 | -11.7 | 101.4 | 0.1
O=C(CN1CCSc2ccccc21)NCCCc1ccccc1 | -5.7 | nt | 1.1 | -0.2 | 4.0 | -1.1 | -17.0 | 88.6 | 1.6
Cc1ccc2c(c1)c1c(n2C)C(=O)CCC1 | -0.6 | -1.4 | 0.1 | 0.1 | -8.5 | -3.3 | -3.2 | 92.2 | 1.8
COc1cc(C(=O)OCC(=O)Nc2ccc(SC(F)F)cc2)cc(OC)c1OC | -2.7 | 3.8 | 0.7 | 0.0 | 6.7 | -3.8 | -2.9 | 93.5 | 1.0
CCCNC(=O)c1cc(S(=O)(=O)N2CCCCC2)ccc1N1CCOCC1 | 2.8 | -2.1 | 1.6 | -1.3 | 8.9 | -2.9 | 10.9 | 98.4 | 0.9
CN(Cc1cn(-c2ccccc2)nc1-c1cc2ccccc2o1)C(=O)CCC(=O)O | 5.6 | -13.2 | 2.1 | 5.1 | 0.3 | 2.5 | -18.9 | 97.4 | 3.4
Cc1ccn2cc(-c3cccc(S(=O)(=O)N4CCCCC4)c3)nc2c1 | 7.0 | 12.3 | -1.6 | -1.7 | 0.8 | -1.5 | 2.0 | 73.6 | 1.6
COc1cccc2c1OC1(C)CC2NC(=O)N1c1cccc(C(=O)N2CCN(c3ccccn3)CC2)c1 (centres undefined) | -6.7 | 20.0 | 1.2 | -6.6 | -5.3 | -3.8 | -2.6 | 87.6 | 2.0
COc1ccccc1C1CC(c2ccc(Cl)cc2)Nc2nc(N)nn21 (centres undefined) | -5.4 | 3.2 | 4.3 | 0.0 | -1.0 | 0.3 | 2.9 | 110.9 | 0.8
C=CCNc1c2c(nc3ncnn13)CC(C)CC2 (centres undefined) | -1.5 | 3.7 | -1.3 | 0.9 | -1.2 | -5.9 | -4.9 | 90.4 | -0.2
Cc1ccc(CN2CCN(CC(=O)NC(C)CCc3ccccc3)C2=O)cc1 (centres undefined) | 8.2 | 4.3 | -1.4 | 0.1 | -2.9 | 2.4 | -12.1 | 89.9 | 1.1
COc1ccc(OC)c(C2C3CN(C(C)C)CC=C3C(C#N)=C(N)C2(C#N)C#N)c1 (centres undefined) | 9.5 | 4.7 | 3.4 | -20.6 | -4.4 | 0.6 | -9.2 | 119.6 | 3.5
COc1ccc(Br)cc1S(=O)(=O)NNC(=O)c1c(C)nc2ccccn12 | -7.9 | -7.8 | 1.0 | -5.2 | 5.8 | 1.8 | -18.1 | 89.4 | 1.4
O=C1C=CC(=O)N1c1ccc(N2CCCCC2)cc1 | -0.2 | -8.4 | 1.7 | 0.0 | -6.3 | -2.5 | -11.5 | 91.2 | 3.8
